Screens from PubChem.
FLuc inh counter: counter-screen for luciferase assay inhibitors: firefly luciferase inhibition; P08659; ATPLite firefly luciferase biochemical luminescence, 10 min; inhibition, % at 10 µM; 200,000 compounds, 1.5% hits; AID 1006;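 active means inhibition above about 50% when tested at 10 µM, limit read from the data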
Target sequence (P08659 whole entry, looked up): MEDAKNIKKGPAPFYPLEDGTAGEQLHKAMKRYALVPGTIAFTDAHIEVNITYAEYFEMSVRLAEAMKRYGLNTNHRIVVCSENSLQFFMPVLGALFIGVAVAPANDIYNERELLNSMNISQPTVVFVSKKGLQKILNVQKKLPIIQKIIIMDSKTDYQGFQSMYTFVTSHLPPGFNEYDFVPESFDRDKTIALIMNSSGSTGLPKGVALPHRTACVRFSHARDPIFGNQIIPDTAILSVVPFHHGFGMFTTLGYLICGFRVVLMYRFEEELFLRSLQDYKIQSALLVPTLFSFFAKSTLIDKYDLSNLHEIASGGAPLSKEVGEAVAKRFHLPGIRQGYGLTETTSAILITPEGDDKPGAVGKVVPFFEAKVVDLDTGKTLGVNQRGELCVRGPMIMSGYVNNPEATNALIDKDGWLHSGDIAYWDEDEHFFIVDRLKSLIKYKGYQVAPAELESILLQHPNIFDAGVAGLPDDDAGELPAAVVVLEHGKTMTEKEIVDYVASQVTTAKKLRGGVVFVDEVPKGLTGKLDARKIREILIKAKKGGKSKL
TNAP inh noacc: inhibitors of human TNAP without phosphate acceptor; purified TNAP, CDP-star luminescence, 30 min; inhibition, % at 20 µM; P05186; 200,000 compounds, 0.26% hits;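 active means tissue-nonspecific alkaline phosphatase inhibition above about 50% at 20 µM in the single-dose screen, limit read from the data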;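 further: 0% = DMSO negative control and 100% = EDTA positive control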
Target sequence (P05186 whole entry, looked up): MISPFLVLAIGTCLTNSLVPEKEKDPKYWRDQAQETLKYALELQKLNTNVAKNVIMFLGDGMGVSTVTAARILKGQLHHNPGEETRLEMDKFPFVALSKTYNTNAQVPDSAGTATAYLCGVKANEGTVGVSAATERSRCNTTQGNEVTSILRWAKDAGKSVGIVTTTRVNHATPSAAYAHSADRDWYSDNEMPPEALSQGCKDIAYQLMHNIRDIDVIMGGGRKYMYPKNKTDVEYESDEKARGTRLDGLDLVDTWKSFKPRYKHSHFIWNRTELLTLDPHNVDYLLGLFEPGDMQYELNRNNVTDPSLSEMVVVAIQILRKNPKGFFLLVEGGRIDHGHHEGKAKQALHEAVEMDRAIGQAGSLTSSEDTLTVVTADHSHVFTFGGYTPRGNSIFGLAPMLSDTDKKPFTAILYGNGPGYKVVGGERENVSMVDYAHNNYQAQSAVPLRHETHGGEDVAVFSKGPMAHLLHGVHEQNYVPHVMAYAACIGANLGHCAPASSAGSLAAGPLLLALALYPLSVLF
bIAP activator: intestinal alkaline phosphatase (bovine) activation; purified bovine IAP, CDP-star luminescence, 30 min; hits give high values; fold of DMSO-control signal, blank-subtracted; activation factor at 20 µM; 200,000 compounds, 0.17% hits; AID 1016;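 active means activation factor of 2 or more at 20 µM, a signal rise over negative controls twice the positive control's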
APP 5UTR inh: APP translation inhibition; AID 1285; SH-SY5Y APP 5'UTR-luciferase reporter, luminescence; inhibition, % at 2 µM; 190,000 compounds, 0.82% hits;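 active means inhibition above a set limit, derived from the sample mean plus 3 SD, cut at about 45% in these data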; further: values of inactives mirror those of a sister screen read the other way
Lmaj promast: inhibitors of Leishmania major promastigote growth; inhibition, % at 10 µM; 200,000 compounds, 9% hits; Leishmania major promastigotes, resazurin fluorescence viability; in the data active means inhibition above about 50%;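 further: promastigotes grown with compound for 44 hours at 28 °C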
bIAP inh: intestinal alkaline phosphatase (bovine) inhibition; 190,000 tested, under 10 active; inhibition, % at 20 µM; purified bovine IAP, CDP-star luminescence, 30 min;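 active means over 50% inhibition of intestinal alkaline phosphatase at 20 µM in the single-dose screen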
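System: Purified bovine intestinal alkaline phosphatase (IAP) enzyme | Input: IAP diluted 1/65,000,000 in the well | Also added: CDP-star chemiluminescent phosphatase substrate, 30 µM final | Dosing: 20 µM single dose | Times: Enzyme reaction for 30 min at room temperature | Detection: Luminescence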
FLuc act counter: affects firefly luciferase, flagging false hits in luciferase stimulation screens; ATPlite luciferase biochemical, luminescence, 10 min; 0 = ATP-free wells, 1 = DMSO control; activation factor at 10 µM; 200,000 tested, under 10 active; AID 1027;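 active means luciferase activation factor, scaled between plate controls, of at least 2 with compound at 10 µM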
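test system = cell-free luciferase reagent | medium = PBS as buffer for the ATP substrate | dosing = test compounds dosed from 2 mM stocks in 100% DMSO | incubation = 10 min at ambient temperature | detection = luminescence measurement of luciferase light output | benchmarks = low control with PBS replacing ATP, high control enzyme plus ATP without compound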
RAM inhibit: blocks the yeast RAM network; AID 868; inhibition, % at 50 µM; S. cerevisiae dse1pr::URA3 reporter, 5-FOA growth OD615, 2 d; analog-sensitive cbk1-as2 kinase mutant strain; 190,000 compounds, 1.8% hits;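 active means inhibition above a set limit, 3 SD over mean compound inhibition, cut at about 8.4% in these data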;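 further: 0% = DMSO-only wells with no growth and 100% = 10 µM 1-NA-PP1 full growth; inhibition rescues growth on 5-FOA so higher OD means more RAM inhibition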
TNAP inh hiacc: inhibitors of human TNAP at high phosphate acceptor concentration | purified TNAP, CDP-star luminescence, 1 M DEA | inhibition, % at 20 µM | 200,000 compounds, 0.03% hits | AID 1135;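 active means over 50% inhibition of tissue-nonspecific alkaline phosphatase at 20 µM in the single-dose screen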;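 further: plate controls were DMSO wells for no effect and EDTA-quenched wells as full inhibition for full effect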
TNAP act hiacc: increases human TNAP activity under high phosphate acceptor concentration; P05186; purified TNAP, CDP-star luminescence, 1 M DEA, 30 min; hits give high values; 0 = EDTA background, 1 = DMSO-only activity; activation factor at 20 µM; 200,000 tested, under 10 active;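 active means activation factor at least 2 at 20 µM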
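Assay system: human TNAP; Input: enzyme diluted 1/800 final; Reagent: CDP-star luminogenic substrate at 100 µM final; Timing: 30 min, room temperature; Signal: luminescence; Evaluation: TNAP activation factor scaled between EDTA and DMSO control wells.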
* hit, by the source's call.

`O=C(CNC(=S)NC(=O)c1ccccc1)c1ccccc1` gave FLuc inh counter 6, TNAP inh noacc -3, bIAP activator 0.8, APP 5UTR inh -21, Lmaj promast -3, bIAP inh 16, FLuc act counter 0.9, RAM inhibit 3.6, TNAP inh hiacc -5 and TNAP act hiacc 1.
`O=C(COc1ccccc1)NC1CCCc2ccccc21` (stereo not given) gave FLuc inh counter -6, TNAP inh noacc 0, bIAP activator 0.2, APP 5UTR inh -15, Lmaj promast 51*, FLuc act counter 1.1, RAM inhibit 0.9, TNAP inh hiacc -6 and TNAP act hiacc 1.1.
O=C(Cn1nnc2ccccc21)c1cccc([N+](=O)[O-])c1 was read as FLuc inh counter 0, TNAP inh noacc -7, bIAP activator 0.9, APP 5UTR inh 10, Lmaj promast -7, bIAP inh 11, FLuc act counter 1, RAM inhibit 0.4, TNAP inh hiacc -2 and TNAP act hiacc 1.
CCc1ccc(OCC(=O)Nc2cc(S(=O)(=O)CC)ccc2O)cc1 was read as FLuc inh counter 1, TNAP inh noacc -8, bIAP activator 0.9, APP 5UTR inh -13, Lmaj promast -10, bIAP inh 10, FLuc act counter 1, RAM inhibit 1.7, TNAP inh hiacc -5 and TNAP act hiacc 1.
Screening COc1ccc(-c2cnnc(N/N=C/c3ccc(OC)c(OC)c3)n2)cc1 returned FLuc inh counter 30, TNAP inh noacc -18, bIAP activator 1, APP 5UTR inh 18, Lmaj promast 11, bIAP inh 4, FLuc act counter 0.7, RAM inhibit 1.0, TNAP inh hiacc 0 and TNAP act hiacc 1.
For NC(=O)CSCc1c(Cl)cccc1Cl the results were FLuc inh counter -5, TNAP inh noacc -11, bIAP activator 0.9, APP 5UTR inh 6, Lmaj promast -4, bIAP inh 14, FLuc act counter 1, RAM inhibit 0.1, TNAP inh hiacc -4 and TNAP act hiacc 1.
Screening O=C(CCC1CCCCC1)Nc1ccccc1-c1ccccc1 returned FLuc inh counter -4, TNAP inh noacc -14, bIAP activator 0.9, APP 5UTR inh 11, Lmaj promast 4, bIAP inh 8, FLuc act counter 1, RAM inhibit 25*, TNAP inh hiacc -6 and TNAP act hiacc 1.1.
Screening COc1ccc2cc3cc(C(=O)NCc4ccccn4)oc3nc2c1 returned FLuc inh counter 0, TNAP inh noacc -3, bIAP activator 1, APP 5UTR inh 6, Lmaj promast 9, bIAP inh -5, FLuc act counter 1, RAM inhibit 2.2, TNAP inh hiacc -4 and TNAP act hiacc 1.
For CC(C)c1ccc(NC(=O)C(c2ccccc2)N2CCN(C=O)CC2)cc1 (stereo not given) the results were FLuc inh counter 2, TNAP inh noacc -9, bIAP activator 1.1, APP 5UTR inh -9, Lmaj promast 5, bIAP inh -11, FLuc act counter 1, RAM inhibit 0.9, TNAP inh hiacc 2 and TNAP act hiacc 1.
Screening CCOC(=O)Nc1ccc(NC(=O)c2c(OC)cccc2OC)cc1 returned FLuc inh counter -2, TNAP inh noacc -11, bIAP activator 0.9, APP 5UTR inh 4, Lmaj promast -6, bIAP inh 8, FLuc act counter 1, RAM inhibit 1.2, TNAP inh hiacc -3 and TNAP act hiacc 1.
Screening CCN(CC)S(=O)(=O)c1cc(NS(=O)(=O)c2cccc(C(=O)O)c2)ccc1C returned FLuc inh counter -10, TNAP inh noacc 9, bIAP activator 1, APP 5UTR inh 2, Lmaj promast -5, bIAP inh -4, FLuc act counter 1.1, RAM inhibit 0.5, TNAP inh hiacc -1 and TNAP act hiacc 1.
Screening COc1ccc(NC(=O)Cn2c(=O)n(-c3ccccc3)c(=O)c3sccc32)c(OC)c1 returned FLuc inh counter 2, TNAP inh noacc -8, bIAP activator 1.1, APP 5UTR inh -7, Lmaj promast -6, bIAP inh -7, FLuc act counter 1, RAM inhibit 1.6, TNAP inh hiacc 3 and TNAP act hiacc 1.
CCn1c(N2CCN(C(=S)NCCc3ccccc3)CC2)nc2ccccc21 was read as FLuc inh counter -1, TNAP inh noacc -10, bIAP activator 1, APP 5UTR inh 9, Lmaj promast 13, bIAP inh -4, FLuc act counter 1, RAM inhibit 0.9, TNAP inh hiacc 0 and TNAP act hiacc 1.
`O=C(COC(=O)C1CCN(C(=O)Nc2ccccc2)CC1)NCC(F)(F)F` gave FLuc inh counter -2, TNAP inh noacc -5, bIAP activator 1, APP 5UTR inh -5, Lmaj promast 0, bIAP inh -4, FLuc act counter 1, RAM inhibit 1.0, TNAP inh hiacc 1 and TNAP act hiacc 1.
`CCC1(C)Cc2c(sc3nc(SC)nc(NCCN(C)C)c23)CO1` (stereo not given) gave FLuc inh counter 1, TNAP inh noacc -7, bIAP activator 1.1, APP 5UTR inh -19, Lmaj promast 7, bIAP inh -12, FLuc act counter 1, RAM inhibit 4.6, TNAP inh hiacc 4 and TNAP act hiacc 1.
`Cc1nc(-c2ccccc2)sc1C(=O)CSc1ccc(Br)cc1` gave FLuc inh counter -3, TNAP inh noacc -6, bIAP activator 0.6, APP 5UTR inh 5, Lmaj promast -4, bIAP inh 42, FLuc act counter 1, RAM inhibit 2.1, TNAP inh hiacc 5 and TNAP act hiacc 1.
Cc1nn(C)c(C)c1CNC(=O)/C=C/c1ccccc1F was read as FLuc inh counter -4, TNAP inh noacc -4, bIAP activator 1, APP 5UTR inh -16, Lmaj promast -6, bIAP inh 4, FLuc act counter 1, RAM inhibit 1.8, TNAP inh hiacc 1 and TNAP act hiacc 1.
For COc1ccc(-c2ncncc2-c2csc(C)n2)c(O)c1OC the results were FLuc inh counter -4, TNAP inh noacc 4, bIAP activator 0.9, APP 5UTR inh 0, Lmaj promast 2, bIAP inh 9, FLuc act counter 1, RAM inhibit 1.5, TNAP inh hiacc -1 and TNAP act hiacc 1.
Screening CCc1cc(C(=O)OC)c(NC(=O)CC2NCCNC2=O)s1 (stereo not given) returned FLuc inh counter -10, TNAP inh noacc -10, bIAP activator 0.9, APP 5UTR inh -21, Lmaj promast 3, bIAP inh 8, FLuc act counter 1.1, RAM inhibit -0.3, TNAP inh hiacc -5 and TNAP act hiacc 1.
CC(C)OCCCNC(=O)C(NC(=O)c1ccc(Cl)cc1)C(C)C (stereo not given) was read as FLuc inh counter -5, TNAP inh noacc -15, bIAP activator 1.2, APP 5UTR inh -13, Lmaj promast -2, bIAP inh -23, FLuc act counter 1, RAM inhibit 0.4, TNAP inh hiacc -5 and TNAP act hiacc 1.1.
Screening COc1ccc(NC(=O)Nc2ccc(F)cc2)c(C)c1 returned FLuc inh counter -7, TNAP inh noacc -18, bIAP activator 1, APP 5UTR inh -12, Lmaj promast 2, bIAP inh 4, FLuc act counter 1.1, RAM inhibit -0.6, TNAP inh hiacc -3 and TNAP act hiacc 1.
For O=C(NCc1ccco1)c1ccc(Oc2ccccc2)cc1 the results were FLuc inh counter 11, TNAP inh noacc -11, bIAP activator 0.8, APP 5UTR inh -14, Lmaj promast -6, bIAP inh 21, FLuc act counter 0.9, RAM inhibit 0.3, TNAP inh hiacc 4 and TNAP act hiacc 1.
Screening Cc1ccc(CC(CC(=O)Nc2cccc(C(F)(F)F)c2)C(=O)O)cc1 (stereo not given) returned FLuc inh counter 2, TNAP inh noacc -19, bIAP activator 1.2, APP 5UTR inh -12, Lmaj promast -1, bIAP inh -22, FLuc act counter 1, RAM inhibit 0.0, TNAP inh hiacc -6 and TNAP act hiacc 1.1.
For CCCCn1nc(C(=O)Nc2nc3c(s2)CCCC3)c2ccccc2c1=O the results were FLuc inh counter -6, TNAP inh noacc -13, bIAP activator 1, APP 5UTR inh 2, Lmaj promast 42, bIAP inh 2, FLuc act counter 1.1, RAM inhibit 2.6, TNAP inh hiacc -3 and TNAP act hiacc 1.
Screening Cc1ccc(CNC(=O)c2ccc(N3CCCC3=O)cc2)cc1 returned FLuc inh counter -2, TNAP inh noacc -11, bIAP activator 1, APP 5UTR inh 2, Lmaj promast 1, bIAP inh 0, FLuc act counter 1, RAM inhibit 5.1, TNAP inh hiacc -6 and TNAP act hiacc 1.1.
For CCc1ccc(-c2nc(CN3CCCC(C(=O)O)C3)c(C)o2)cc1 (stereo not given) the results were FLuc inh counter -2, TNAP inh noacc -9, bIAP activator 0.9, APP 5UTR inh 2, Lmaj promast -4, bIAP inh 7, FLuc act counter 1, RAM inhibit -0.7, TNAP inh hiacc -3 and TNAP act hiacc 1.
For COc1cccc(N2CC(C)Cn3c2nc2c3c(=O)n(CCN3CCOCC3)c(=O)n2C)c1 (stereo not given) the results were FLuc inh counter -7, TNAP inh noacc -6, bIAP activator 1, APP 5UTR inh 2, Lmaj promast 13, bIAP inh -5, FLuc act counter 1.1, RAM inhibit 0.8, TNAP inh hiacc -1 and TNAP act hiacc 1.
For CC1NC(C)(C)Cc2c1ccc1ccccc21 (stereo not given) the results were FLuc inh counter -5, TNAP inh noacc -3, bIAP activator 1, APP 5UTR inh 11, Lmaj promast -3, bIAP inh -3, FLuc act counter 1, RAM inhibit 1.0, TNAP inh hiacc 0 and TNAP act hiacc 1.
Screening Cc1ccc(Nc2nc(CSc3nnnn3-c3ccccc3)cc(=O)[nH]2)cc1 returned FLuc inh counter -10, TNAP inh noacc -4, bIAP activator 1, APP 5UTR inh -3, Lmaj promast 98*, bIAP inh 2, FLuc act counter 1.1, RAM inhibit 2.2, TNAP inh hiacc -6 and TNAP act hiacc 1.1.
For CCOC(=O)c1[nH]c(C)c(C(=O)OCc2c(C)noc2C)c1C the results were FLuc inh counter -6, TNAP inh noacc -5, bIAP activator 0.9, APP 5UTR inh -4, Lmaj promast 6, bIAP inh 9, FLuc act counter 1.1, RAM inhibit 0.4, TNAP inh hiacc -4 and TNAP act hiacc 1.

An excerpt from above in order of formula weight, highest first.
Screening Cc1ccc(Nc2nc(CSc3nnnn3-c3ccccc3)cc(=O)[nH]2)cc1 returned FLuc inh counter -10, TNAP inh noacc -4, bIAP activator 1, APP 5UTR inh -3, Lmaj promast 98*, bIAP inh 2, FLuc act counter 1.1, RAM inhibit 2.2, TNAP inh hiacc -6 and TNAP act hiacc 1.1.
Screening Cc1ccc(CC(CC(=O)Nc2cccc(C(F)(F)F)c2)C(=O)O)cc1 (stereo not given) returned FLuc inh counter 2, TNAP inh noacc -19, bIAP activator 1.2, APP 5UTR inh -12, Lmaj promast -1, bIAP inh -22, FLuc act counter 1, RAM inhibit 0.0, TNAP inh hiacc -6 and TNAP act hiacc 1.1.
For CCc1ccc(-c2nc(CN3CCCC(C(=O)O)C3)c(C)o2)cc1 (stereo not given) the results were FLuc inh counter -2, TNAP inh noacc -9, bIAP activator 0.9, APP 5UTR inh 2, Lmaj promast -4, bIAP inh 7, FLuc act counter 1, RAM inhibit -0.7, TNAP inh hiacc -3 and TNAP act hiacc 1.
